# Screening data from PubChem BioAssay.
# CRFBP-R2 block = CRF-BP/CRF-R2 complex antagonism; HEK293 CRF-R2/CRF-BP, CRF-induced calcium fluorescence; inhibition, % at 11.8 µM; 0.59% of 350,000 active; AID 588475;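 active = inhibition of the ligand-induced calcium signal above about 50% at the single tested concentration, limit read from the data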
# IDE cell inh = cellular human IDE inhibition. HEK cells, FAbetaB cleavage, fluorescence polarization. inhibition, % at 5.59 µM. 0.41% of 320,000 active;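 active = percent inhibition above the average of all tested compounds plus 3 SD, set per screening campaign, cut at about 16% in these data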;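 also: IDE supplied by intact live HEK cells; FP after avidin binding of uncleaved biotin substrate so inhibition keeps polarization high; 0% = DMSO wells and 100% = 60 µM reference IDE inhibitor Ii1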
# MEKK3 PB1 HTS = raises or lowers MEK5 binding to the human MEKK3 PB1 domain; AID 1529; Q99759; 1.4% of 290,000 active; bead-based flow cytometry, Alexa488-MEK5 binding to MEKK3; actives lie on both sides; 0 = blocked by unlabeled MEK5, 100 = vehicle; binding response (% of control), % at 10 µM;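 active = binding response more than 3 SD above or below the average of its plate-row segment, actives on both sides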;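 also: Alexa488 bead fluorescence after subtracting the streptavidin-only scavenger bead signal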
# pCIP destab = compounds decreasing mouse p/CIP protein stability; F442A p/CIP-EGFP cells, EGFP fluorescence, 16 h; Q05BA5; AID 1984; 0.01% of 290,000 active; decrease of EGFP signal, % at 10 µM;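 active = EGFP signal decrease of at least 30% at 10 µM or well 3 SD below plate mean, unless failing retest; inactive = the rest, including hits failing retest or dose response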; also: some compounds called inactive have numbers as strong as hits; many of its hits are not listed in these tables
# GalR3 antag = antagonists of human GalR3. HEK293 GalR3-CNG cAMP membrane potential fluorescence; galR3 body fused to GalR1 C-terminus. AID 651719. O60755. 0.44% of 360,000 active. inhibition, % at 3 µM;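 active = inhibition above the screen-wide average plus 3 SD, cut at about 13% in these data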;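 also: forskolin and galanin both at EC90 stimulate the cells; cAMP rise reported by CNG channel membrane potential dye signal; 0% = forskolin plus galanin with DMSO and 100% = forskolin alone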
# Target sequence (O60755 1-299 limits assumed): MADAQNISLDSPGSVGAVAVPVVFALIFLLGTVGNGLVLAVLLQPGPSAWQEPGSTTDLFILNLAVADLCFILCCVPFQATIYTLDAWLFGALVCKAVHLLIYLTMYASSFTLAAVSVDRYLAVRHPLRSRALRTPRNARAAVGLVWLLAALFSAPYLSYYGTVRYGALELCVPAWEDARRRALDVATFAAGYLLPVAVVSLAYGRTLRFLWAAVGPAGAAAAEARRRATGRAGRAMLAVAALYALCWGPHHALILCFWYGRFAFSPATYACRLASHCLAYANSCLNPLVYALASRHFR
# IDE cell activ = IDE (human) activation, cell-based; P14735; HEK cells, FAbeta-B cleavage, fluorescence polarization; 0% vehicle, 100% cell-free pure enzyme wells; activation, % at 5.96 µM; 0.073% of 340,000 active;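 active = activation above the mean of all tested compounds plus 3 SD, set per screening campaign, cut at about 17% in these data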
# CRFR2-BP ag = agonists of human CRF-binding protein/CRF-R2 receptor complex; HEK293 CRF-R2/CRF-BP, calcium dye fluorescence (FLIPR); percent of saturating CRF peptide response; activation, % at 13.2 µM; 0.46% of 350,000 active; AID 588473;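 active = activation of at least 50%, plus an integration ratio under a set limit after plate pattern correction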;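 also: plate controls were neutral control wells without compound for no effect and CRF at EC100 for full effect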
# CHRM4 PAM = CHRM4 positive allosteric modulation; P08173; CHO-K1 hM4/Gqi5, Fluo-8 calcium fluorescence, ACh EC20; 0% = ACh EC20, 100% = maximal ACh; activation, % at 3 µM; 0.4% of 360,000 active; AID 624126;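 active = activation above its plate's cutoff, the mean activation of sample wells plus 3 SD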; also: some results filed as inactive read as strong as hits
# Target sequence (P08173 whole entry, looked up): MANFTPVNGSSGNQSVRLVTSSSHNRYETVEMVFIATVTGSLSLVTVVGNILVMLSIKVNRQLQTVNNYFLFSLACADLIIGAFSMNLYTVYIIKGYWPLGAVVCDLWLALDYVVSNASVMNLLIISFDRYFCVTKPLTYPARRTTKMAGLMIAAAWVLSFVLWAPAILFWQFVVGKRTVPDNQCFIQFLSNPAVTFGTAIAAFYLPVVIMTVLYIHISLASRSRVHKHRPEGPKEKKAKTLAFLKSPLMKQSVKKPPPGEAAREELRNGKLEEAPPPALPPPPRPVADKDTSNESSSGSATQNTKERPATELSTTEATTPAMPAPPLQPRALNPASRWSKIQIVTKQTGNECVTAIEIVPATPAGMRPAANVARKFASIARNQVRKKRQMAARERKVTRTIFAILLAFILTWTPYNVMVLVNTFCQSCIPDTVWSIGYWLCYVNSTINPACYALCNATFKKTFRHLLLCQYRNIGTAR
# PHOSPHO1 block = PHOSPHO1 (human) inhibition | Q8TCT1 | AID 1565 | recombinant PHOSPHO1, absorbance phosphatase assay | inhibition, % at 13.3 µM | 1.1% of 290,000 active; in the data active = inhibition above about 60%
# Target sequence (Q8TCT1 whole entry, looked up): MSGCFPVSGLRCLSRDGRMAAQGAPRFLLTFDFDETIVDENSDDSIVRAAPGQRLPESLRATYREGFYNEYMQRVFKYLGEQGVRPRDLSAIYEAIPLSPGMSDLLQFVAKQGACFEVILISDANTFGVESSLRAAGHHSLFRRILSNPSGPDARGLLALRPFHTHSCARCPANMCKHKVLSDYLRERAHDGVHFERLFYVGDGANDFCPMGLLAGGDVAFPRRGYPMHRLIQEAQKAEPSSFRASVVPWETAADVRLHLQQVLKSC
# Starred values were filed as active, the others as inactive; . = no result given. Rows are unselected; any-hit rate near 4.2%.
# Order of results – pCIP destab, PHOSPHO1 block, IDE cell activ, CHRM4 PAM, GalR3 antag, IDE cell inh, MEKK3 PB1 HTS, CRFR2-BP ag, CRFBP-R2 block
Cc1ccc(OCC(=O)Nc2ccc(S(=O)(=O)N3CCCCC3)cc2)c([N+](=O)[O-])n1
  -15, 40, 5, -12, -6, -7, 104, 2.1, -12
COc1ccc(CCNC(=O)C2CCN(S(=O)(=O)c3ccc(Cl)cc3)CC2)cc1OC
  -3, -1, 1, -1, -6, -1, 82, -4.0, 17
Cc1cc(C(=O)CSc2ccc3c(c2)OCCO3)c(C)n1C1CC1
  5, -1, -1, -13, 2, -6, 102, -0.9, 19
Cc1cc(C)n(-c2ccc(NC(=O)C3CCCCN3C(=O)c3ccoc3)cc2)n1 (stereo unspecified)
  -9, 37, -5, -1, -1, ., 101, -0.3, -4
COc1cccc2cc(C(=O)NCc3ccc(F)cc3)c(=N)oc12
  -9, 5, -4, 0, -4, -2, 103, -0.8, -6
COc1cccc(NC(=O)c2ccc(CN3CCc4ccccc4C3)cc2)c1
  0, 40, 2, -12, 46*, 1, 103, 1.6, 8
O=C(Nc1cccc(C(=O)N2CCCC2)c1)c1ccccc1
  1, -24, -1, 10, 1, -1, 98, -2.1, 16
COc1ccc(Cl)cc1S(=O)(=O)N1CCN(C)CC1
  -6, -11, 1, -2, 6, 6, 98, 0.6, -6
CCn1c(SCC(=O)N/N=C/c2ccc(C)o2)nnc1-c1ccccc1
  -10, 0, -1, 11, -1, -5, 101, -2.6, -3
CC(C)C(OC(=O)c1nsc(Cl)c1Cl)C(=O)NCc1ccc2c(c1)OCO2 (stereo unspecified)
  -10, 36, -2, 10, -2, 5, 101, -1.8, -5
O=C(c1ccc(NS(=O)(=O)c2ccc3[nH]c(=O)[nH]c3c2)cc1)N1CCN(c2ccccc2O)CC1
  ., ., 5, 6, -5, -2, ., -0.5, -1
COc1ccc(N=Nc2c(-c3ccc(OC)cc3)[nH]oc2=O)cc1
  -8, 8, 4, -2, -6, 0, 101, -4.0, 3
COc1ccc(/C(C)=N/OC/C(O)=C(\C#N)c2nc3ccccc3[nH]2)cc1
  9, -19, -2, 4, 0, 2, 96, 2.7, -8
O=C(NCc1ccc(F)cc1)c1cnn2ccccc12
  -23, 0, 1, -3, 4, -1, 117, 0.4, 6
Cc1cccc(S(=O)(=O)c2c(C)cc(C)[nH]c2=O)c1
  -9, ., 3, 6, -4, 1, 100, -0.2, 3
COc1ccc(NC(=S)N2CCCCCC2)cc1OC
  -7, 23, 0, 2, -2, 7, 93, -1.4, -4
COc1ccccc1N(CC(O)CN1CCCC1)S(=O)(=O)c1ccccc1 (stereo unspecified)
  12, 16, 4, -7, -8, 8, 102, 0.3, -3
COc1ccc(N2CCN(S(=O)(=O)c3cc(-c4cc(C)no4)ccc3C(C)C)CC2)cc1
  -5, 34, 4, -5, 2, 0, 94, -0.3, -35
CC(CC(=O)Nc1ccncc1)c1ccccc1 (stereo unspecified)
  -22, 14, -1, 5, -1, 2, 106, 0.3, -11
CCN1C(=O)[C@H]2[C@@H](c3ccc(C)cc3)N3C(=O)N(c4cccc(C)c4)C(=O)[C@@]3(Cc3ccccc3)[C@H]2C1=O
  -1, 21, 1, 6, -6, 7, 91, 0.2, -7
O=C(O)C1CC(=O)n2c(nc3ccccc32)S1 (stereo unspecified)
  -6, -4, -4, 19, -4, 2, 81, -0.5, -12
O=C(CN1C(=O)NC2(CCc3ccccc32)C1=O)Nc1ccc(Cl)cc1F (stereo unspecified)
  ., ., ., 4, -5, ., ., -1.3, 2
O=C(c1cccs1)N1CCN=C1SCc1cccc(F)c1
  2, 42, -6, 14, 6, 1, 121, -0.9, 7
CCC(Sc1nc(C)cc(=O)[nH]1)C(=O)Nc1nc(-c2ccccc2)cs1 (stereo unspecified)
  1, -57, -9, 4, -8, -1, 103, -7.5, 14
O=C(CCNC(=O)c1ccccc1Cl)NN1C(=O)NC2(CCCCC2)C1=O
  ., ., 8, -2, -1, 1, ., 0.6, 1
Cc1ccccc1N1CCN(S(=O)(=O)c2nnc(NC(=O)c3ccco3)s2)CC1
  -6, -12, -3, 1, -6, 5, 102, 0.1, 20
O=C(Nc1ccccc1C(=O)Nc1ccccc1)c1ccccc1Br
  ., ., 3, -1, -6, -3, ., 2.4, 4
Cc1ccc(S(=O)(=O)N2CCC(C(=O)Nc3ccc(S(=O)(=O)N4CCCC4)cc3)CC2)cc1C
  ., ., 3, 0, -4, 1, ., -0.5, -14
Cc1csc(C(C#N)C(=O)c2cc3ccccc3o2)n1 (stereo unspecified)
  4, 42, 2, 5, 3, 4, 87, 1.7, 14
Fc1ccc(-n2nnc(-c3cccnc3Cl)n2)cc1
  -12, 5, -2, 7, -2, 6, 98, 4.0, 3

# Shown with the structure last: entries from further up.
pCIP destab	PHOSPHO1 block	IDE cell activ	CHRM4 PAM	GalR3 antag	IDE cell inh	MEKK3 PB1 HTS	CRFR2-BP ag	CRFBP-R2 block	SMILES
-10	36	-2	10	-2	5	101	-1.8	-5	CC(C)C(OC(=O)c1nsc(Cl)c1Cl)C(=O)NCc1ccc2c(c1)OCO2 (stereo unspecified)
.	.	5	6	-5	-2	.	-0.5	-1	O=C(c1ccc(NS(=O)(=O)c2ccc3[nH]c(=O)[nH]c3c2)cc1)N1CCN(c2ccccc2O)CC1
-8	8	4	-2	-6	0	101	-4.0	3	COc1ccc(N=Nc2c(-c3ccc(OC)cc3)[nH]oc2=O)cc1
9	-19	-2	4	0	2	96	2.7	-8	COc1ccc(/C(C)=N/OC/C(O)=C(\C#N)c2nc3ccccc3[nH]2)cc1
-23	0	1	-3	4	-1	117	0.4	6	O=C(NCc1ccc(F)cc1)c1cnn2ccccc12
-9	.	3	6	-4	1	100	-0.2	3	Cc1cccc(S(=O)(=O)c2c(C)cc(C)[nH]c2=O)c1
-7	23	0	2	-2	7	93	-1.4	-4	COc1ccc(NC(=S)N2CCCCCC2)cc1OC
12	16	4	-7	-8	8	102	0.3	-3	COc1ccccc1N(CC(O)CN1CCCC1)S(=O)(=O)c1ccccc1 (stereo unspecified)
-5	34	4	-5	2	0	94	-0.3	-35	COc1ccc(N2CCN(S(=O)(=O)c3cc(-c4cc(C)no4)ccc3C(C)C)CC2)cc1
-22	14	-1	5	-1	2	106	0.3	-11	CC(CC(=O)Nc1ccncc1)c1ccccc1 (stereo unspecified)

# (next part)
# Order of results – pCIP destab, PHOSPHO1 block, IDE cell activ, CHRM4 PAM, GalR3 antag, IDE cell inh, MEKK3 PB1 HTS, CRFR2-BP ag, CRFBP-R2 block
CSc1ncccc1C(=O)OCn1nnc2ccccc2c1=O
  0, 1, 1, 3, -2, 4, 97, -0.4, 14
Cc1csc(Sc2ccc(C(=O)OCC(=O)Nc3ccc(F)cc3[N+](=O)[O-])cc2[N+](=O)[O-])n1
  -7, -14, 3, -7, -1, -10, 107, -0.6, -8
Cc1cccnc1NC(=O)Nc1ccc(F)cc1
  -2, -3, 6, 8, -3, 1, 90, -1.6, 0
CCOc1cc(C(=O)NCCc2ccc(S(N)(=O)=O)cc2)cc(OCC)c1OCC
  -6, 12, 6, 8, -7, -1, 93, 18, -30
Cc1ccc(/C=C(\C#N)c2nn(-c3ccccc3)c(N)c2C#N)cc1
  -5, 5, 2, 0, -3, 0, 102, 2.2, -40
O=C(COc1cc([N+](=O)[O-])cc2cccnc12)NCCC1=CCCCC1
  -11, 16, 4, -1, -5, 5, 105, 1.1, 12
COc1ccc(C(=S)N2CCN(C)CC2)cc1Br
  -1, -13, -4, 4, -3, 8, 88, -0.2, -18
N#Cc1nc(COc2ccc(-c3ccccc3)cc2)oc1NCCCN1CCOCC1
  0, 19, -9, -9, 1, 14, 107, 1.6, -4
CCOC(=O)C(C)n1cnc2scc(-c3ccc(C)c(C)c3)c2c1=O (stereo unspecified)
  -94, ., 2, -1, -3, 4, 94, -0.6, 10
O=C1c2ccccc2C(=O)N1CSc1nnc(Nc2ccccc2F)s1
  -10, -16, 6, -12, 6, 0, 103, -6.3, -5
O=C(COC(=O)CCC1CCCC1)Nc1cccc(S(=O)(=O)N2CCOCC2)c1
  ., ., 3, 0, 1, -1, ., 2.8, 8
Cc1cccc(/C=c2\s/c(=C\C(=O)C(C)(C)C)[nH]c2=O)c1
  15, 6, 0, -2, -2, 3, 102, 1.6, 8
CNC(=O)Cc1csc2ccc(C)cc12
  21, 9, 1, -6, -3, 4, 92, -0.1, 41
N#CNC1=NCN(Cc2ccccc2)CN1
  -3, -30, 2, -5, -3, 2, 101, -1.5, -1
CCCCn1c(N)c(N(CC(C)C)C(=O)c2ccc(Br)s2)c(=O)[nH]c1=O
  9, 43, 4, 5, -1, 4, 99, 1.2, -12
CCOC(=O)c1cccc(NC(=O)C2CCN(c3ncnc4c3nc3n4CCCCC3)CC2)c1
  3, 22, 7, -1, 4, 2, 95, 1.6, -9
COc1ccc(S(=O)(=O)N2CCN(C(=O)NCc3ccc(C)cc3)CC2)cc1
  -10, 19, -5, 0, -8, 0, 99, -1.1, -2
Cn1c(=NC(=O)CCl)sc2ccccc21
  -2, -57, -1, 4, -3, -3, 104, -1.9, 27
Cc1cc(C)cc(OCCN2CCOCC2)c1
  4, ., 6, -2, -10, 3, 105, -3.0, 6
COc1cc(OC)c(NC(=O)c2c(-c3ccccc3)noc2C)cc1Cl
  -2, 2, 6, 9, -4, 1, 100, -0.2, 0
CC(C)CNC(=O)c1ccccc1N(Cc1ccccc1)S(C)(=O)=O
  0, 41, 4, -4, -4, 3, 112, -0.1, 3
CN(C)c1ccc(/C=N/NC(=O)CNC(=O)c2ccc3c(c2)OCCO3)cc1
  -4, -31, 4, 5, -2, 4, 103, -1.2, -6
Cc1ccc2c(c1)c(N=Nc1ccc([N+](=O)[O-])cc1)c(O)n2C
  0, 52, 3, 4, -9, 5, 102, 3.8, -2
Oc1ccc(N=Nc2ccccc2)o1
  -14, 33, -3, -2, -2, 2, 102, -1.0, -11
Cc1ccc(S(=O)(=O)N2CCC(C(=O)N3CCC[C@H]3C(=O)NCC(C)C)CC2)cc1
  -1, 1, 8, -5, -2, 6, 102, 1.8, -7
Cc1cc2cc(CNC(=O)c3ccc(S(=O)(=O)N4CCOCC4)cc3)ccc2[nH]1
  7, 8, -4, -14, ., 0, 94, 0.4, 1
CCCNC(=O)C(Sc1ccccc1)c1ccccc1 (stereo unspecified)
  -4, 7, -1, 6, -2, 2, 116, -0.2, 17
COc1ccc(-c2ccc(S(=O)(=O)n3nc(OC(=O)c4cccs4)cc3N)cc2)cc1
  -13, -20, 7, 9, -7, 1, 91, -1.7, -4
CC(=O)c1ccc(N2CCN(C(=O)c3cc(C)on3)CC2)cc1
  5, -3, 2, 3, -3, -5, 101, 2.3, 8
CCOC(=O)c1ccccc1NC(=O)Cc1ccccc1OC
  -8, -8, 0, -8, -1, -1, 98, -0.9, 22
CCn1nc(C)c(/C=N\NC(=O)c2ccc3c(c2)OCO3)c1C
  7, 1, -1, 2, 0, 2, 86, -4.3, 4
Cc1nnc(-c2cccc(Br)c2)c2cn(-c3ccccc3Cl)nc12
  -1, -6, -5, -10, -5, 4, 99, -0.5, -3
Clc1ccc(CNCc2cccs2)c(Cl)c1
  -13, 0, 0, 6, -1, -1, 83, 0.5, -13
N#Cc1ccc(N2CCOCC2)nc1
  -5, 47, 3, -20, -2, 1, 96, -3.6, -11
